A350 autofl: qHTS Assay for Spectroscopic Profiling in A350 Spectral Region | max dye-equivalent concentration, M | Compound autofluorescence, 340/450 nm, Alexa 350 dye-equivalents; hits give high values | actives 11% (n = 59,000) | AID 590, 2007; in the data active = max dye-equivalent concentration above about 10 nM; inconclusive = mostly about 1.1 nM to 9.6 nM
Casp1 inh: qHTS Assay for Allosteric/Competitive Inhibitors of Caspase-1; Caspase-1 enzyme, Ac-WEHD-AFC fluorogenic rate; AID 900, 2007; actives 0.03% (n = 75,000); P29466; Potency, µM (doses to about 57.5 µM), inactives show at the top dose activity change, negative = inhibition, usual class: inhibitors;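 also: potency is read from the fitted curve at half-maximal effect; plate controls were vehicle for no effect and no substrate for full effect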
FLuc inh: qHTS Assay for Inhibitors of Firefly Luciferase. purified firefly luciferase, luminescence, 8 min. Potency, µM (top dose mostly 57.1 µM), for inactives: at the top dose activity change, negative = inhibition, usual class: inhibitors. Luciferin 4-monooxygenase (Photinus pyralis), P08659. actives 2.2% (n = 72,000); also: potency is read from the fitted curve at half-maximal effect; % is scaled to controls: 0 for no effect and ±100 for the full control effect; nearly all actives have a fitted effect of over 40% in size
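Luminescence read-out after 8 min at room temperature; enzyme reaction used luciferin plus 10 uM ATP (linear range) in imidazole buffer pH 7.2 with KCl, MgCl2, Tween 20 and BSA. Each sample was run as a titration.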
ERK AVP block: qHTS Assay for Inhibitors of the ERK Signaling Pathway using a Homogeneous Screening Assay | Potency, µM (doses to about 57.5 µM), inactives show at the highest dose activity, negative = inhibition, hits mostly inhibitors | HEK293-V1b, vasopressin-stimulated pERK AlphaScreen | actives 0.99% (n = 72,000) | AID 995, 2007; also: potency is read from the fitted curve at half-maximal effect; % is scaled to controls: 0 for no effect and ±100 for the full control effect; nearly all actives have a fitted effect of over 55% in size
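Phosphorylated ERK1/2 detected via AlphaScreen bead proximity in lysates of V1b-expressing HEK293 cells given 25 nM vasopressin for 5 min after 30 min compound exposure (37 °C). AC50 from Hill equation; basal DMSO 0%, vasopressin 100%.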
HEK293 cAMP cs: qHTS Assay for Agonists of the Thyroid Stimulating Hormone Receptor: Activators of Intracellular cAMP Concentrations in Parental HEK 293. Potency, µM (series often up to 57.1 µM), without a hit: at the highest dose activation, hits mostly activators. parental HEK293 CNG cAMP sensor, membrane potential fluorescence. actives 2.5% (n = 73,000). AID 938, 2007; also: potency is read from the fitted curve at half-maximal effect; % of control where 0% means no effect; nearly all actives have a fitted effect of over 55% in size
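Parental HEK 293 cells stably expressing a modified CNG channel (no TSHR) report cAMP rise as membrane depolarization. Membrane potential dye with 100 uM RO 20-1724 was loaded for 60 min at room temperature, then compound added for 30 min; fluorescence read at 590 nm.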
CRE Fsk mod: Cell signaling CRE-BLA (Fsk stim) | CHO CRE-bla reporter (cAMP response element driving beta-lactamase), forskolin EC10, beta-lactamase ratio | Potency, µM (top dose mostly 38.2 µM), without a hit: top-dose activity change, negative = inhibition, hits mostly activators | actives 2.5% (n = 71,000); active = well fitted activation curve with a large enough effect in the signal ratio, with a control signal flat, not every such curve was filed as active; inconclusive = small, poorly fitted or top-dose-only effect, or effect the other way, or a change in a side signal; the % refers to the signal ratio; also: potency is read from the fitted curve at half-maximal effect; % of control where 0% means no effect
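qHTS titration format; CRE-bla CHO reporter; stimulus EC10 NKH 477, a water-soluble forskolin. Read: CCF4 460/530 nm ratio. Potency expressed as AC50 for activators or inhibitors.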
BRCT PPI red: qHTS Assay for Inhibitors of BRCT-Phosphoprotein Interaction (Red Fluorophore); Breast cancer type 1 susceptibility protein (Homo sapiens), P38398; BRCT-phosphopeptide binding, red fluorescence polarization; Potency, µM (doses to about 76.9 µM), for the others: at the highest dose activity change, negative = inhibition, most hits filed as inhibitors; actives 0.03% (n = 75,000); also: % is scaled to controls: 0 for no effect and ±100 for the full control effect
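Fluorescence polarization: 100 nM His-tagged BRCA1 BRCT with 100 nM TAMRA-labelled phospho-BACH1 decapeptide, phosphate buffer pH 7.3 with 150 mM NaCl, DTT, 0.01% Tween 20; 12 min RT. Binding inhibition seen as FP decrease.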
Caspase-7 inhib: qHTS Assay for Allosteric/Competitive Inhibitors of Caspase-7. P55210. recombinant caspase-7, Ac-DEVD-AFC fluorescence rate. Potency, µM (highest dose often 57.5 µM), inactives show at the top dose activity change, negative = inhibition, hits mostly inhibitors. actives 0.02% (n = 75,000). AID 889, 2007; active = well fitted inhibition curve with a large enough effect in the main read-out, with a control signal flat, not every such curve was filed as active; inconclusive = small, poorly fitted or top-dose-only effect, or a change in a side signal; also: potency is read from the fitted curve at half-maximal effect; % of control where 0% means no effect
Target sequence (P55210 24-198 limits assumed): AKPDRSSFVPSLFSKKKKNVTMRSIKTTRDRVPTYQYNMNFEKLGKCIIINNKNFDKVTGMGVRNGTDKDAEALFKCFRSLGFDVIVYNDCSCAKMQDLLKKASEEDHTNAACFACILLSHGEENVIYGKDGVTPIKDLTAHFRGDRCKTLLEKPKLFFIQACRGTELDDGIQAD
Target sequence (P55210 207-303 limits assumed): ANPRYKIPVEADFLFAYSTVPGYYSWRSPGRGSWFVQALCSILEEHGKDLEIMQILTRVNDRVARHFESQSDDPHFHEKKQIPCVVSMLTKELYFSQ
BRCT inh green: qHTS Assay for Inhibitors of BRCT-Phosphoprotein Interaction (Green Fluorophore); Breast cancer type 1 susceptibility protein (Homo sapiens), P38398; BRCA1 BRCT-phosphopeptide binding, green fluorescence polarization; Potency, µM (highest dose often 76.9 µM), without a hit: at the top dose activity change, negative = inhibition, hits mostly inhibitors; actives 0.05% (n = 75,000);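 also: potency is read from the fitted curve at half-maximal effect; plate controls were peptide without protein for full effect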
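Fluorescence polarization: His-tagged BRCT (~35 kDa BRCA1 C-terminus, 250 nM) bound to 100 nM fluorescein-labeled phosphorylated 10-aa BACH1 peptide, pH 7.3 phosphate buffer with DTT and Tween 20. Compounds incubated 12 min at room temperature; inhibition read as lowered polarization.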
USP2a inhib: qHTS Assay for Inhibitors of Ubiquitin-specific Protease USP2a. Ubiquitin carboxyl-terminal hydrolase 2 (Homo sapiens), O75604. USP2a enzymatic assay, qHTS inhibition. Potency, µM (top dose mostly 38.3 µM), without a hit: top-dose activity change, negative = inhibition, hits mostly inhibitors. actives 0.1% (n = 60,000);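 also: potency is read from the fitted curve at half-maximal effect; nearly all actives have a fitted effect of over 60% in size; plate controls were DMSO for no effect and NEM full inhibition control for full effect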
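Inhibition is measured in a cell-free coupled assay with 20 nM USP2 core, 20 nM Ub-PLA2 and 20 uM NBD C6-HPC, 2.5 h incubation. Activity normalized to NEM control.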
Tau filament bind: qHTS Assay for Tau Filament Binding. Potency, µM (doses to about 57.1 µM), without a hit: at the highest dose activity change, negative = inhibition. Microtubule-associated protein tau (Homo sapiens), P10636. AID 596, 2007. actives 2% (n = 71,000). recombinant tau filaments, thioflavin S fluorescence, 15 h; filaments grown with octadecylsulfate alongside compound;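 also: potency is read from the fitted curve at half-maximal effect; % is scaled to controls: 0 for no effect and ±100 for the full control effect; actives lower thioflavin S fluorescence by blocking filaments or displacing dye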
Target sequence (P10636 whole entry, looked up): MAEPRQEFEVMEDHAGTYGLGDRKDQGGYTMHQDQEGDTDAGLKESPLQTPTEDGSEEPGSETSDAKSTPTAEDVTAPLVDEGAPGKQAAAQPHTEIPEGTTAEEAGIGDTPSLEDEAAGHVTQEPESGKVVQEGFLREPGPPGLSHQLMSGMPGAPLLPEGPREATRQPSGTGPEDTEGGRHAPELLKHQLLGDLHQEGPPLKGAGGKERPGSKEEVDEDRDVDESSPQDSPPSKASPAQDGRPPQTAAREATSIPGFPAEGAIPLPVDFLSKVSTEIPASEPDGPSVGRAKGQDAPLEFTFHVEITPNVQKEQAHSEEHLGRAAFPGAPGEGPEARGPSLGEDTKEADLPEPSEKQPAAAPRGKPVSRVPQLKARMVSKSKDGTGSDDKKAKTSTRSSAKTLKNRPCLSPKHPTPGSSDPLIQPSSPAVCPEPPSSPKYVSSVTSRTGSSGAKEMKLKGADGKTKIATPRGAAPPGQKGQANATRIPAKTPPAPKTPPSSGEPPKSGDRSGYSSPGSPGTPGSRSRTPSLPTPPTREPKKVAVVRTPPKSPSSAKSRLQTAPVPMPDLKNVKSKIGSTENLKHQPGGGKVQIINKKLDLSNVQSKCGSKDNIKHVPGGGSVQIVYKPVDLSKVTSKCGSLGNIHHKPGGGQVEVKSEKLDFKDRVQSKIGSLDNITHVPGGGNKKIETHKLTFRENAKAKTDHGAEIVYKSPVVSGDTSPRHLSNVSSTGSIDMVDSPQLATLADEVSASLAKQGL
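Assay mix: 1 uM His-tagged tau, 30 uM sodium octadecylsulfate, thioflavine S dye in HEPES/NaCl/DTT buffer. Compound is added prior to the inducer. Fluorescence after 15 h at 37 C.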
Starred values were filed as active, the others as inactive; & = joins results of further samples; [ ] = dose if it differs, or a comment. Unless noted, calls follow the shape of the dose curve; as a rule, active = well fitted curve in the direction sought with a large enough effect; inconclusive = small, poorly fitted or top-dose-only effect, or another doubt; inactive = no such curve, though single readings can be large; an effect the other way counts as inactive or inconclusive.

Screening CO[C@H]1[C@@H](OC(N)=O)[C@H](O)[C@@H](Oc2ccc3c(O)c(NC(=O)c4ccc(O)c(CC=C(C)C)c4)c(=O)oc3c2C)OC1(C)C returned A350 autofl 2.7e-07M*, Casp1 inh inconclusive, FLuc inh 7%[25.5 µM], ERK AVP block -10%[25.7 µM], HEK293 cAMP cs -4%[25.6 µM], CRE Fsk mod -13%[17.1 µM], BRCT PPI red 0.5%[34.4 µM], Caspase-7 inhib 0%[25.7 µM], BRCT inh green -2.0%[34.4 µM], USP2a inhib 8%[17.1 µM] and Tau filament bind 1%[25.6 µM].
Screening Cc1ccc(C(=O)C2=C(O)C(=O)N(CCCn3ccnc3)C2c2ccc(OC(C)C)cc2)o1 (stereo unspecified) returned A350 autofl 3.7e-08M*, Casp1 inh -5%, FLuc inh 2%, ERK AVP block 8%, HEK293 cAMP cs -10%, CRE Fsk mod inconclusive, BRCT PPI red 0.8%, Caspase-7 inhib -4%, BRCT inh green -6.8%, USP2a inhib 46%[activator] and Tau filament bind 1%.
For COC(=O)C1CCN(C(=O)c2c(-c3ccccc3Cl)noc2C)CC1 the results were A350 autofl inactive, Casp1 inh 1%, FLuc inh 2%, ERK AVP block 4%, HEK293 cAMP cs 5%, CRE Fsk mod -4%, BRCT PPI red 0.3%, Caspase-7 inhib -2%, BRCT inh green -1.8%, USP2a inhib -6% and Tau filament bind 2%.
For O=C(O)CSCC(=O)c1ccccc1 the results were A350 autofl inactive, Casp1 inh -2%, FLuc inh 4%, ERK AVP block 2%, HEK293 cAMP cs 14%&8%[11.4 µM], CRE Fsk mod inconclusive, BRCT PPI red -0.4%, Caspase-7 inhib 1%, BRCT inh green -2.7%, USP2a inhib 1%[7.66 µM] and Tau filament bind 5%&-4%[11.4 µM].
Screening OC(COc1ccc2ccccc2c1)CN1CCN(c2ccc(F)cc2)CC1 (stereo unspecified) returned Casp1 inh -2%, FLuc inh 5%, HEK293 cAMP cs 5%, CRE Fsk mod -8%, BRCT PPI red -1.1%, Caspase-7 inhib -1%, BRCT inh green -2.7% and Tau filament bind 297%.
Screening CCSc1nnc(NC(=O)CSc2nc3c(c(=O)n2-c2ccccc2OC)SCC3)s1 returned A350 autofl inactive, Casp1 inh -3%, FLuc inh 0%, ERK AVP block 4%, HEK293 cAMP cs inconclusive, CRE Fsk mod inconclusive, BRCT PPI red -2.8%, Caspase-7 inhib -5%, BRCT inh green 1.1%, USP2a inhib 58%[activator] and Tau filament bind -6%.
O=c1[nH]c(NCc2ccccc2)nc2c1CCCC2 was read as A350 autofl inconclusive, Casp1 inh -2%, FLuc inh 2%, ERK AVP block -1%, HEK293 cAMP cs 15%, CRE Fsk mod 22%, BRCT PPI red -0.6%, Caspase-7 inhib -1%, BRCT inh green -0.1%, USP2a inhib 9% and Tau filament bind -6%.
CCOC(=O)c1ccoc1CSCc1ccc(C(=O)OC)o1 was read as A350 autofl inactive, Casp1 inh -6%, FLuc inh 2%, ERK AVP block 3%, HEK293 cAMP cs 19%, CRE Fsk mod inconclusive, BRCT PPI red 0.4%, Caspase-7 inhib -7%, BRCT inh green 5.0%, USP2a inhib 2% and Tau filament bind 60%.
`O=C(Nc1ccc2c(c1)OCO2)c1c(F)c(F)c(F)c(F)c1F` gave A350 autofl inactive, Casp1 inh 1%, FLuc inh 1%, ERK AVP block 1%, HEK293 cAMP cs 13%, CRE Fsk mod 3%, BRCT PPI red 0.9%, Caspase-7 inhib 0%, BRCT inh green -1.4%, USP2a inhib 1% and Tau filament bind -11%.
NS(=O)(=O)c1cc2c(cc1Cl)NC=NS2(=O)=O was read as A350 autofl inactive, Casp1 inh 1%, FLuc inh 2%[25.5 µM], ERK AVP block 5%, HEK293 cAMP cs inconclusive, CRE Fsk mod 0%, BRCT PPI red 2.6%, Caspase-7 inhib 3%, BRCT inh green 2.0%[3.08 µM], USP2a inhib 0% and Tau filament bind -2%.
For Cc1cc(-n2c(C)cc(C(=O)CSc3nnnn3-c3ccc(Cl)cc3)c2C)no1 the results were A350 autofl inactive, Casp1 inh -7%, FLuc inh 1%, ERK AVP block -5%, HEK293 cAMP cs 12%, CRE Fsk mod -18%, BRCT PPI red 0.5%, Caspase-7 inhib -4%, BRCT inh green -0.7%, USP2a inhib 22% and Tau filament bind 5%.
For O=C(COC(=O)c1ccccn1)Nc1cccc(Cl)c1 the results were A350 autofl inactive, Casp1 inh -1%, FLuc inh 0%, ERK AVP block 13%, HEK293 cAMP cs 1%, CRE Fsk mod -7%, BRCT PPI red 2.7%, Caspase-7 inhib 1%[0.00368 µM], BRCT inh green 1.8%, USP2a inhib -5% and Tau filament bind -3%.
Cc1sc2c(c1C)CN(Cc1ccco1)CN2C(=O)c1ccccc1 was read as A350 autofl inconclusive, Casp1 inh -1%, FLuc inh -11%, ERK AVP block -12%, HEK293 cAMP cs 10%, CRE Fsk mod -4%, BRCT PPI red -1.1%, Caspase-7 inhib -1%, BRCT inh green -1.7%, USP2a inhib 2% and Tau filament bind -16%.
Screening CCOC(=O)c1cccc(NC(=O)c2cnccn2)c1 returned A350 autofl inactive, Casp1 inh -1%, FLuc inh -1%, ERK AVP block -11%, HEK293 cAMP cs 8%, CRE Fsk mod -1%, BRCT PPI red -0.3%, Caspase-7 inhib 0%, BRCT inh green -1.7%, USP2a inhib 2% and Tau filament bind -12%.
`O=C(COc1ccccc1)NCCSc1ccccc1` gave Casp1 inh -2%, FLuc inh -3%, ERK AVP block -22%, HEK293 cAMP cs 29%, CRE Fsk mod -4%, BRCT PPI red 0.4%, Caspase-7 inhib -1%, BRCT inh green -0.1%, USP2a inhib 5% and Tau filament bind -7%.
`O=S(=O)(O)c1ccc2c(N=Nc3cccc4ccccc34)c(O)c(S(=O)(=O)O)cc2c1` gave A350 autofl inactive, Casp1 inh 0%[11.5 µM], FLuc inh -23%[11.4 µM], ERK AVP block -23%[11.5 µM], HEK293 cAMP cs 2%[11.4 µM], CRE Fsk mod -20%[7.6 µM], BRCT PPI red -18%[15.4 µM], Caspase-7 inhib -9%[11.5 µM], BRCT inh green -25%[15.4 µM] and Tau filament bind -11%[11.4 µM].
Screening COc1ccc2c(Cl)c(C(N)=O)sc2c1 returned A350 autofl inactive, Casp1 inh -2%, FLuc inh -21%, ERK AVP block inconclusive, HEK293 cAMP cs inconclusive, CRE Fsk mod -8%, BRCT PPI red 0.7%, Caspase-7 inhib 0%, BRCT inh green -1.0%, USP2a inhib 1% and Tau filament bind 6%.
Screening COCCNC(=O)C(c1ccco1)N(C(=O)Cn1nnc2ccccc21)c1cccc(C)c1C (stereo unspecified) returned A350 autofl inactive, Casp1 inh 0%, FLuc inh -1%, ERK AVP block -1%, HEK293 cAMP cs 24%, CRE Fsk mod -10%, BRCT PPI red 0.7%, Caspase-7 inhib 0%, BRCT inh green 0.6%, USP2a inhib 11% and Tau filament bind -8%.
Screening Cc1onc(-c2ccccc2)c1C(=O)Nc1ccccc1N1CCOCC1 returned A350 autofl inconclusive, Casp1 inh -2%, FLuc inh 0%, ERK AVP block -4%, HEK293 cAMP cs 9%, CRE Fsk mod inconclusive, BRCT PPI red -0.7%, Caspase-7 inhib 0%, BRCT inh green -3.0%, USP2a inhib -20% and Tau filament bind -2%.
`CSCCC(Nc1ncnc2ccc(Br)cc12)C(=O)O` (stereo unspecified) gave A350 autofl inactive, Casp1 inh -1%, FLuc inh 2%, ERK AVP block -17%, HEK293 cAMP cs 2µM*, CRE Fsk mod -6%, BRCT PPI red -5.1%, Caspase-7 inhib 2%, BRCT inh green 7.3%, USP2a inhib -3% and Tau filament bind 6%.
For CCCCn1nnnc1SCC(=O)Nc1sc2c(c1C#N)CCCC2 the results were A350 autofl inactive, Casp1 inh 1%, FLuc inh 0%, ERK AVP block -4%, HEK293 cAMP cs inconclusive, CRE Fsk mod 7%, BRCT PPI red -0.7%, Caspase-7 inhib 1%, BRCT inh green -3.9%, USP2a inhib 45%[activator] and Tau filament bind 7%.

Compound activity as filed in PubChem.
